VLA-4 inh: inhibition in a human VLA-4 binding assay | P13612 | VLA-4 expressing cells, ligand binding flow cytometry | inhibition, % (about 7 µM as worked out from the volumes in the protocol) | 330,000 compounds, 0.2% hits; in the data active = inhibition above about 50%
Target sequence (P13612 whole entry, looked up): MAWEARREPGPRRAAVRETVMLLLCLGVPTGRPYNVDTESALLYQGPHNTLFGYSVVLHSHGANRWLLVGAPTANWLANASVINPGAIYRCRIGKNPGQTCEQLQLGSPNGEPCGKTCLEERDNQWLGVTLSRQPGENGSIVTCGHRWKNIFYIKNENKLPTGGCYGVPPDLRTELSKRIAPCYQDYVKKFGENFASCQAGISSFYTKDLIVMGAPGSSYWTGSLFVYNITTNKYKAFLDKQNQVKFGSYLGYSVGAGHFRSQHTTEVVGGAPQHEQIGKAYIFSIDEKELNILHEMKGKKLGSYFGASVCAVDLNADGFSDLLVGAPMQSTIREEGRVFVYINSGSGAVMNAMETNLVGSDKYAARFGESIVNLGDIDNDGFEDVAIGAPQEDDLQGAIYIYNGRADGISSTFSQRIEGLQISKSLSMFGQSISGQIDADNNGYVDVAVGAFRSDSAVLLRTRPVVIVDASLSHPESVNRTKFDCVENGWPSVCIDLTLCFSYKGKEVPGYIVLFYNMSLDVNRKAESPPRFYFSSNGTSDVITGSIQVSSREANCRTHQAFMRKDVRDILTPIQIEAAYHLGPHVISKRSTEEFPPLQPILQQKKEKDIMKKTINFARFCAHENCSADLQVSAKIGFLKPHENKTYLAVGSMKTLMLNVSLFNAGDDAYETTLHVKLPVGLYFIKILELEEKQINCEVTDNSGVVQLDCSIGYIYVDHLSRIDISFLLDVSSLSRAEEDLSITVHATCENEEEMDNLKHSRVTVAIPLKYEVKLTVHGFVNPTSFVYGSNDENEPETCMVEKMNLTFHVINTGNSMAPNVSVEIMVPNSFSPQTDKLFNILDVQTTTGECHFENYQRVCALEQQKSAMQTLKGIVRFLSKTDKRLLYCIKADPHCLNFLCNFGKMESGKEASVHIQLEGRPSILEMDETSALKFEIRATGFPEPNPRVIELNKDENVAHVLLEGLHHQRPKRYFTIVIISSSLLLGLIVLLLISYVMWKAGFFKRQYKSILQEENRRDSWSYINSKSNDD
CR mimetic SO: caloric restriction mimetics inhibiting age-related superoxide in yeast; S. cerevisiae aged cells, superoxide DHE fluorescence; hits give low values; superoxide response (% of plate mean), % at 10 µM; 330,000 compounds, 0.18% hits; AID 2690;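 active = superoxide response under a set limit, about three screen SD below normal, cut at about 65% in these data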;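 also: yeast aged for seven days with compound at 30 °C before DHE staining; 100% = average MFI of all compound-treated wells on the plate with controls excluded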
LAP4-GFP MLPCN: alters LAP4-GFP fluorescence in TOR pathway yeast screen; 320,000 compounds, 0.34% hits; GFP response vs DMSO, % at 10 µM; AID 2023; S. cerevisiae LAP4-GFP multiplex, flow cytometry GFP, 3 h; median GFP as percent of DMSO wells;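 active = GFP response vs DMSO above a set limit, about the screen mean plus 3 SD, cut at about 150% in these data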
CIT2 TOR yeast: alters CIT2-GFP fluorescence in TOR pathway yeast screen; GFP response vs DMSO, % at 10 µM; 320,000 compounds, 0.065% hits; S. cerevisiae CIT2-GFP strain, flow cytometry, 3 h; 100 means same as DMSO wells;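 active = GFP response relative to DMSO above a set limit, near the screen mean plus 3 SD, cut at about 150% in these data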;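 also: ratio of well median GFP fluorescence to mean of DMSO wells on the plate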
AGP1-GFP MLPCN: modulators of TOR pathway AGP1-GFP in S. cerevisiae; S. cerevisiae AGP1-GFP multiplex flow cytometry, 3 h; GFP as percent of DMSO wells; GFP response vs DMSO, % at 10 µM; 320,000 compounds, 0.02% hits; AID 2066;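 active = GFP response relative to DMSO above a set limit, near screen average plus 3 SD, cut at about 150% in these data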;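 also: median GFP channel fluorescence of the gated AGP1 strain per well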
GRK2 inh: human GRK2 inhibition via aptamer displacement; P25098; bead flow cytometry, FAM-aptamer displacement from GRK2; inhibition of aptamer binding, % at 10 µM; 330,000 compounds, 0.59% hits; AID 488847;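 active = inhibition of aptamer binding above 40%, roughly 3 SD of noise, on plates passing a quality check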;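 also: median bead fluorescence of bound FAM aptamer so fluorescent compounds give negative values; no value below 0 was filed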
RPL19A-GFP yeast: yeast TOR pathway RPL19A-GFP modulation. S. cerevisiae RPL19A-GFP strain, flow cytometry, 3 h; hits give low values. percent response vs DMSO, % at 10 µM. 330,000 compounds, 0.3% hits. AID 2025;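 active = percent response vs DMSO below 50%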;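 also: median channel GFP fluorescence of the barcoded RPL19A-GFP strain; ratio of sample median GFP to plate DMSO average so 100% = DMSO; lower means less RPL19A-GFP as with rapamycin TOR inhibition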
MEP2-GFP yeast: modulators of TOR pathway MEP2-GFP in S. cerevisiae; 330,000 compounds, 0.51% hits; S. cerevisiae MEP2-GFP strain, flow cytometry GFP, 3 h; 100% = DMSO control level; GFP response vs DMSO, % at 10 µM; AID 2016;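 active = GFP response versus DMSO above a set limit, roughly screen mean plus 3 SD, cut at about 180% in these data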;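 also: median GFP fluorescence of the barcode-gated MEP2-GFP cells per well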
* hit, by the source's call; . = no result given. Random draw from the library (roughly 1.7% active in at least one column).

SMILES	VLA-4 inh	CR mimetic SO	LAP4-GFP MLPCN	CIT2 TOR yeast	AGP1-GFP MLPCN	GRK2 inh	RPL19A-GFP yeast	MEP2-GFP yeast
Cc1cccc(-c2nc3ccccc3c(=O)n2NC(=O)Cc2ccc(Cl)cc2)c1	1	113	88	104	99	0	103	103
CC(C)c1ccc(/C=N/NC(=O)c2nnn(-c3nonc3N)c2CN2CCOCC2)cc1	8	77	88	99	99	1	101	101
C#CCN(Cc1ccccc1)S(=O)(=O)C=C	10	96	114	103	94	0	94	89
Cc1cc(S(=O)(=O)Nc2c(C)nc3nc[nH]n3c2=O)ccc1F	2	106	104	106	111	2	103	103
COc1ccccc1CN1CC(C(=O)NCc2cc(C)on2)CCC1=O (stereo not drawn)	-3	94	103	98	97	0	96	98
COC(=O)CSc1nsc(SCC(=O)OC)c1C#N	6	104	110	99	102	4	100	105
COC(=O)c1cc(NC(=O)c2ccccc2)c(=O)oc1C	6	97	96	83	.	5	87	104
Oc1ccc(-c2cc(-c3ccc(O)cc3)nc(-c3ccccc3)n2)cc1	12	107	121	95	88	2	106	104
O=C(CSc1nncn1-c1ccccc1)Nc1ccc(N2CCOCC2)cc1	29	97	85	91	88	1	.	100
COc1ccccc1CCN1CCCC(CN(C)C(=O)c2ccco2)C1 (stereo not drawn)	4	93	107	113	111	1	111	109
Cc1ccc(Cn2ncn3c(cc4ccccc43)c2=O)cc1	0	98	120	105	106	2	101	106
COC(=O)c1c(C)[nH]c(C=Nc2ccc(OC)cc2)c1C	0	104	98	100	42	0	85	108
CCOC(=O)C(/C(C)=N/NC(=O)C1CC1c1ccccc1)C(C)C (stereo not drawn)	-11	97	101	99	112	2	104	108
CC(C)Oc1ccc(CSc2nnc3n(C)c(=O)c4c5c(sc4n23)CCCC5)cc1	-6	145	112	103	111	3	110	114
CN(C)/C=N/c1nc(-c2ccc3c(c2)OCO3)cs1	1	121	99	94	96	3	100	101
O=C(NCc1ccc2c(c1)OCO2)c1nc(Cn2cc(Br)cn2)no1	-2	111	95	101	96	1	99	100
CC(=O)NCCOc1ccc(C(=O)O)cc1	11	99	101	101	100	0	98	97
COc1ccc(NC(=O)CN(C)C(=O)Cn2c(=O)oc3ccccc32)cc1	1	97	100	84	84	1	89	95
CCOc1ccc(-c2c(C(=O)N/N=C/c3ccsc3)nnn2-c2nonc2N)cc1	-2	109	112	110	107	1	107	109
Cc1ccc(C(=O)NC(=S)NNC(=O)CC#N)cc1	17	100	86	98	100	0	102	98
Cn1c(SCC2CCCO2)nnc1-c1cccc([N+](=O)[O-])c1 (stereo not drawn)	0	121	86	96	90	4	99	97
O=C(C1CCN(S(=O)(=O)c2ccc(-n3cnnn3)cc2)CC1)N1CCCCC1	-3	96	98	107	105	0	101	102
CSc1ccccc1C(=O)Nc1ccc(C)cc1C	11	96	108	92	97	3	113	110
COc1cccc(C(=O)NCCS(=O)(=O)NCCc2ccc(OC)c(OC)c2)c1	9	99	89	94	97	0	93	96
CCOc1ccc(NC(=O)CC2SC(=O)N(c3ccccc3)C2=O)cc1 (stereo not drawn)	-2	102	132	91	90	1	94	96
COc1ccc(CC(=O)c2ccc(OC3OC(CO)C(O)C(O)C3O)cc2O)cc1 (stereo not drawn)	18	121	101	113	104	4	105	127
CC(C)(C)N(Cc1ccccc1)C(=O)COc1cccnc1[N+](=O)[O-]	-9	109	89	105	94	2	90	95
CCc1ccc2nc3n[nH]c(N)c3cc2c1	-2	106	84	115	100	28	101	104
Cc1ccc(-c2nc(SC(C)C(=O)c3c(N)n(C)c(=O)n(C)c3=O)n[nH]2)cc1 (stereo not drawn)	6	104	107	98	105	3	103	110
CC1=C(C(=O)Nc2ccc([N+](=O)[O-])cc2)C(c2cccc(C(F)(F)F)c2)NC(=S)N1c1ccccc1 (stereo not drawn)	-42	99	95	104	107	0	100	104

Reprinted at random: four entries already listed, in no set order.
SMILES	VLA-4 inh	CR mimetic SO	LAP4-GFP MLPCN	CIT2 TOR yeast	AGP1-GFP MLPCN	GRK2 inh	RPL19A-GFP yeast	MEP2-GFP yeast
Cc1ccc(C(=O)NC(=S)NNC(=O)CC#N)cc1	17	100	86	98	100	0	102	98
CCc1ccc2nc3n[nH]c(N)c3cc2c1	-2	106	84	115	100	28	101	104
CSc1ccccc1C(=O)Nc1ccc(C)cc1C	11	96	108	92	97	3	113	110
Cc1ccc(-c2nc(SC(C)C(=O)c3c(N)n(C)c(=O)n(C)c3=O)n[nH]2)cc1 (stereo not drawn)	6	104	107	98	105	3	103	110

Other structures:
SMILES	VLA-4 inh	CR mimetic SO	LAP4-GFP MLPCN	CIT2 TOR yeast	AGP1-GFP MLPCN	GRK2 inh	RPL19A-GFP yeast	MEP2-GFP yeast
Cc1cc(C(C)(C)C)ccc1OCCOCCN1CCCC1	-6	93	103	102	106	0	103	105
CC(C)OCCCNC(=O)c1ccc2c(c1)S(=O)(=O)c1ccccc1C2=O	16	110	106	107	101	0	104	103
CCOC(=O)C(NC=O)(NC(C)(C)C)C(=O)OCC	26	98	109	96	100	2	97	97
CC1CCN(c2nc3nonc3nc2N2CCC(C)CC2)CC1	9	119	101	109	105	3	.	104
Cc1cnc(C(=O)OCC(=O)NCc2ccc(Cl)cc2)cn1	-5	95	109	105	110	2	101	112
O=C(O)C1Cc2ccccc2-c2ccccc2C1	-4	123	94	109	97	0	107	103
O=C(CN1CCN(Cc2ccc3c(c2)OCO3)CC1)Nc1ccc(N2CCOCC2)cc1	-9	103	111	95	102	1	96	99
CC(=O)Nc1ccc(Nc2nnc(-c3ccc(C)c(S(N)(=O)=O)c3)c3ccccc23)cc1	-12	90	93	105	98	0	104	105
CCC(C(=O)Nc1cccnc1)n1c(=O)[nH]c2ccccc2c1=O (stereo not drawn)	10	94	99	105	103	3	96	119
CCN(CC)CCN(CC(=O)Nc1c(C)cc(C)cc1C)C(=O)c1ccccc1	5	105	102	96	100	2	98	94
COc1ccc(NS(=O)(=O)c2ccc3oc(Nc4ccc5c(c4)OCCO5)nc3c2)cc1	8	124	97	94	99	0	96	103
Cc1ccc(/C=C/S(=O)(=O)NCC(=O)OCC(=O)Nc2ccc(C(=O)N(C)C)cc2)cc1	-4	119	95	89	89	0	90	89
Cc1cccc(C)c1NS(=O)(=O)c1ccc(OCCNS(C)(=O)=O)cc1	-17	93	107	95	110	0	101	110
Clc1ccc(OCc2noc(-c3ccsc3)n2)c(Cl)c1	3	110	100	95	103	4	99	100
Cc1c(C(=O)Nc2ccc(F)cc2)c2ccccn2c1CCc1ccncc1	-3	92	100	112	105	2	107	114
N#CCC(=O)Nc1ccc(C(=O)Nc2cccnc2)cc1	2	74	104	101	102	1	109	109
Cc1nc2ccccc2c(=O)n1NC(=O)Nc1ccccc1	-2	74	98	.	99	1	98	103
O=C(Nc1ccc(S(=O)(=O)Nc2nccs2)cc1)c1ccccc1OC(F)F	3	94	100	98	98	0	100	99
Cc1[nH]n(C(C)(C)C)c(=O)c1Sc1ccccc1	-9	105	92	93	102	0	96	93
CC12C=CC(=O)C=C1CCC1C2C(=O)C[C@@]2(C)C1CCC2(O)C(=O)CO (stereo partly drawn)	2	88	108	106	96	0	103	92
Cc1cccc(NC(=O)COC(=O)Cc2cccc(C(F)(F)F)c2)c1C	-2	91	93	101	101	0	106	110
Cn1nc(C(=O)OCC(=O)Nc2sccc2C(N)=O)c2ccccc2c1=O	-5	91	97	98	98	0	100	105
O=C(Cn1ncc2c3ccccc3n(Cc3ccccc3F)c2c1=O)NCCN1CCOCC1	4	96	113	100	114	1	99	100
COc1ccc(NC(=O)c2cnn(-c3ccccc3)c2C)c(OC)c1	1	95	100	105	98	1	100	106
O=C(NCc1ccco1)c1ccc2c(=O)n(-c3ccccc3)c(=S)[nH]c2c1	-5	93	101	95	103	3	102	98
COc1ccc(C(=O)CSc2nccn2C)c(OC)c1	36	94	84	90	94	0	107	100
O=S(=O)(NCc1cn2ccsc2n1)c1cccs1	0	99	100	105	104	8	97	109
Cc1ccc(-c2cc(C(=O)NC3CCCC3)no2)cc1	5	102	100	91	92	0	95	97
CC(C)c1ccc(C(=O)Nc2nnc(S(=O)(=O)N3CCCCC3)s2)cc1	-1	92	97	99	101	0	100	104
CC(=O)Nc1cc(C)c(S(C)(=O)=O)c(C)c1	2	102	94	105	100	2	101	107
CC(=O)c1cccc(NC(=O)NCCc2ccc(Cl)cc2)c1	4	96	77	100	94	0	103	94
O=C(Nc1cccc(C(=O)O)c1)/C(=C\c1ccco1)NC(=O)c1ccccc1	-35	107	104	102	100	0	107	110
COc1ccc(N2CCN(C(=O)c3sc4ncn(CC(=O)N5CCCCC5)c(=O)c4c3C)CC2)cc1	14	71	103	102	105	1	102	105
NC(=O)C1CCN(C(=O)CN(c2cccc(C(F)(F)F)c2)S(=O)(=O)c2ccccc2)CC1	2	109	95	94	92	0	98	97
Cc1cccc(C(=O)N(c2ccccn2)C(C)c2ccco2)c1 (stereo not drawn)	6	111	115	103	112	2	117	110
COc1ccc(/C=C/C(=O)c2cc3cccc(OC)c3oc2=O)cc1	0	104	101	98	102	3	91	97
O=C1CN(C(=O)/C=C/c2ccc(Cl)cc2)c2ccccc2N1	-15	104	89	100	92	2	93	97
CN(C)c1ccc(/C=C/C(=O)c2ccc(O)cc2)cc1[N+](=O)[O-]	-3	112	95	74	99	0	97	93
Cc1ccc(S(=O)(=O)CCC(=O)OCC(=O)c2ccc(C)c(C)c2)cc1	10	99	95	94	96	0	99	99
CCc1ccc(OCCCOc2ccc(C=O)cc2)cc1	0	111	112	98	99	4	100	105
CN(Cc1ccccn1)Cc1nc(-c2ccc(Cl)cc2)no1	-103	98	95	98	99	0	96	101
CCOc1ccc(CNC(=O)Cn2ccc3cc(S(=O)(=O)N4CCCCCC4)ccc32)cc1	-12	111	95	107	100	1	98	102
Cc1ccc(S(=O)(=O)NC2CCCCC2)c2nsnc12	1	88	90	96	100	1	103	92
CCOCCCNC(=O)C1(O)c2ccccc2NC(=O)N1c1ccc(Cl)cc1 (stereo not drawn)	10	94	91	97	102	7	100	97
Cc1nn(Cc2c(Cl)cccc2Cl)c(C)c1N	8	116	95	90	98	0	94	96
COc1ccc(-c2[nH]ncc2CNCCCSC)cc1F	6	101	104	102	103	0	101	99
CC(OC(=O)c1cccc(S(=O)(=O)N2CCCC2)c1)C(=O)c1ccccc1 (stereo not drawn)	11	100	93	99	96	4	80	98
O=C(/C=C/c1ccco1)NCc1ccco1	5	104	98	85	97	60*	90	92
O=C(NC1CCCCC1)C1CCN(c2nccs2)CC1	5	108	101	96	97	1	102	99
S=C(c1ccc(-c2cc(Cl)ccc2Cl)o1)N1CCCCC1	0	96	103	99	98	0	99	104
O=C(NN1C(=O)c2ccccc2C1=O)C1C2CCCCC21 (stereo not drawn)	22	98	94	88	94	2	99	95
CCOC(=O)N1CCN(CC(O)COc2ccc(OC)cc2C(C)(C)C)CC1 (stereo not drawn)	-8	125	92	98	95	1	98	97
COc1ccccc1NS(=O)(=O)c1ccc(Cl)c(NC(=O)c2sc3cc(Cl)ccc3c2Cl)c1	-3	106	96	101	99	2	100	102
Cc1ccc(CSc2nc3sc(C)c(C)c3c(=O)n2Cc2ccco2)cc1	-17	87	102	106	101	1	100	97
COc1cc2c(cc1OC)C(c1ccc([N+](=O)[O-])cc1)N(C(C)=O)CC2 (stereo not drawn)	5	108	103	105	105	0	105	103
Cc1nn(CC(=O)Nc2ccccn2)c(=O)c2ccccc12	-20	102	105	110	104	2	101	108
